OX1R antag-1 = OX1R (HCRTR1) antagonists, primary screen, fluorescence, CHO/OX1R cells, Fluo-8 calcium, orexin A; Orexin/Hypocretin receptor type 1 (Homo sapiens), O43613; Fluo-8 calcium fluorescence; inhibition, % at 5 µM; actives 0.43% (n = 330,000); AID 434989, 2010;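 active = inhibition above its plate's threshold, mean inhibition of all tested compounds on the plate plus 3 SD, cut at about 37% in these data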;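 also: 0% = orexin A challenge wells and 100% = SB-334867-A antagonist wells; not every result past the cut was called active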
Target sequence (O43613 whole entry, looked up): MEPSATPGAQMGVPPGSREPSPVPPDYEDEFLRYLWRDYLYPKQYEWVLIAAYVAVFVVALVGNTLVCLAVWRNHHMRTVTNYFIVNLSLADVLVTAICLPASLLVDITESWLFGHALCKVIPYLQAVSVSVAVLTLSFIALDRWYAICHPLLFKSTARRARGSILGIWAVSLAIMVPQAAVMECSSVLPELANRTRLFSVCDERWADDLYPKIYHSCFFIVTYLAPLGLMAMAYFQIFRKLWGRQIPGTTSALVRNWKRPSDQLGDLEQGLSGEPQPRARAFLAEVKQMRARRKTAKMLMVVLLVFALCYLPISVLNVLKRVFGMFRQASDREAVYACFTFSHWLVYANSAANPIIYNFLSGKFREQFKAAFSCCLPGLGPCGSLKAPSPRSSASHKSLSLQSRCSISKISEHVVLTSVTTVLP
OX1R antag-2 = antagonists of human orexin 1 receptor (OX1R); Orexin/Hypocretin receptor type 1 (Homo sapiens), O43613; OX1R-expressing cells, FRET antagonist read-out; inhibition, % at 6.6 µM; actives 1.8% (n = 330,000); AID 485270, 2010; in the data active = inhibition mostly above about 38%, no sharp cut-off; inactive = mostly below about 40%;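 also: 0% = agonist challenge alone and 100% = reference antagonist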
Active calls of the source: *.

SMILES	OX1R antag-1	OX1R antag-2
C#CCNC(=O)C1=C[C@@H](C2CC2)C[C@@H](OCc2ccc(CO)cc2)O1	-19.5	9.3
O=C(O)/C=C/c1ccc(O)c(O)c1	-2.9	10.1
COc1ccc(-c2ccc(=O)n(Cc3cc(=O)n4ccccc4n3)n2)cc1	-15.9	36.5
Cc1ccccc1COC(=O)CNC(=O)c1sc2ccccc2c1Cl	-21.5	18.0
CCOc1ccc(C(=O)NCC(=O)OCC(=O)N2C(C)CCCC2C)cc1 (stereo unspecified)	-11.4	14.4
COc1cc(OC)cc(C(=O)NCCCCCCNC(=O)c2cc(OC)cc(OC)c2)c1	-15.3	8.0
COc1ccc(OC)c(CCNC(=O)c2ccc(CS(=O)Cc3ccc(Cl)cc3)o2)c1 (stereo unspecified)	-30.9	21.9
COc1ccc2nc(SCC(=O)Nc3ccc(S(=O)(=O)Nc4onc(C)c4C)cc3)[nH]c2c1	-9.1	-5.1
O=S(=O)(Nc1ccc2c(c1)OCO2)c1ccc(Br)s1	-13.4	6.5
CCOc1ccc(C2CC(c3ccc(CC)cc3)Nc3nc(N)nn32)cc1 (stereo unspecified)	-16.8	10.4
CC(=O)c1cnc2cc(C)nn2c1C	-19.9	7.7
Cc1ccc2nc(SC(C)C(=O)NCc3ccco3)[nH]c2c1 (stereo unspecified)	-16.3	13.2
Cc1cnccc1CN(C)Cc1cn(C)nc1-c1ccc(Oc2ccccc2)cc1	-33.8	28.0
O=C(NNS(=O)(=O)c1ccccc1)c1ccc(F)cc1	-10.0	10.0
CCn1c(SCC(=O)NCc2ccc(C)cc2)nnc1-c1ccncc1	-16.8	11.2
COc1cccc(-c2cccc(NC(=O)C3CCN(Cc4ccc(CO)o4)CC3)c2)c1	-24.6	24.7
Cc1c(NC(=O)Nc2cccc(Cl)c2)c(=O)n(-c2ccccc2)n1C	-8.5	10.3
COc1ccc(N(CC(=O)N2CCCC2)S(C)(=O)=O)cc1	10.1	22.2
CCN1CCCC1CNCc1ccc(OCc2ccc(Cl)nc2)c(OC)c1 (stereo unspecified)	-28.7	4.4
Cc1cc(NC(=O)CSc2nnc(-c3c[nH]c4ccccc34)n2C)no1	-9.7	8.6
CC(C)(C)c1ccc(C(=O)OCCNC(=O)c2c(Cl)nc3ccccn23)cc1	-14.3	16.8
Cc1ccc(NC(=O)C2CCCN(S(=O)(=O)c3ccc4[nH]c(=O)ccc4c3)C2)cc1C (stereo unspecified)	4.8	30.6
CC1CCc2c(sc3ncn(CC(=O)N=Nc4c(O)[nH]c5ccccc45)c(=O)c23)C1 (stereo unspecified)	-6.7	11.9
O=C(NN1C(=O)CSC1=S)c1cccnc1	-4.4	2.6
COC(=O)[C@]1(Cc2ccccc2)N[C@H](CN(C)C(=O)Nc2ccc(F)cc2)[C@@H]2C(=O)N(Cc3ccccc3)C(=O)[C@@H]21	14.7	6.3
Going on with the list:
SMILES	OX1R antag-1	OX1R antag-2
CS(=O)(=O)c1ccc(NC(=O)C2CCCN(C(=O)c3ccc(Cl)cc3)C2)cc1 (stereo unspecified)	-22.7	1.8
Cc1ccc(S(=O)(=O)N2[C@@H](c3cccc(Cl)c3)C(C(=O)O)=CC[C@H]2c2cccc(Cl)c2)cc1	-8.0	31.2
Cc1ccc(Nc2nc(N)nc(CC#N)n2)cc1	-15.6	11.4
CCOC(=O)c1c(N2C(=O)CC(Sc3ccccc3C(=O)O)C2=O)sc2c1CCCC2 (stereo unspecified)	-22.9	9.8
O=C(NC1(O)C(=O)c2ccccc2C1=O)c1ccc(C(F)(F)F)cc1	-15.5	0.1
COC(=O)CCCC(=O)N1CCCC(CNS(=O)(=O)c2ccc(OC)cc2)C1 (stereo unspecified)	-19.9	4.3
CN(C)CCCN(C(=O)c1ccc(C(=O)c2ccccc2)cc1)c1nc2cc3c(cc2s1)OCO3	-24.5	30.6
CC(NC(=O)C1CCCN(S(=O)(=O)N2CCOCC2)C1)c1ccccc1 (stereo unspecified)	-14.7	1.8
COc1ccc(N(Cc2cc(=O)[nH]c3ccccc23)C(=O)C(C)C)cc1	-23.3	1.3
O=C(c1ccccc1Cl)N1CCC(N2CCC(C(=O)N3CCCC3)CC2)CC1	-24.4	5.5
CCCCCN(C(=O)CCC(=O)OCCOc1cccc(C)c1)c1c(N)n(CCCC)c(=O)[nH]c1=O	-42.1	17.4
CCn1c(SCc2cc(=O)[nH]c3ccccc23)nnc1C1CC1	-13.4	-12.0
O=C(C1=C[C@@H](c2ccccc2)C[C@@H](OCc2ccc(CO)cc2)O1)N1CCN(Cc2ccc3c(c2)OCO3)CC1	-32.1	32.3
C/C(=N\Nc1cc(C(F)(F)F)ccc1Cl)c1ccncc1	-20.9	2.1
O=C(COC(=O)c1c2c(nc3ccccc13)/C(=C/c1cccc([N+](=O)[O-])c1)CCC2)NC1CCS(=O)(=O)C1 (stereo unspecified)	14.6	30.1
Cc1cccc(OCC(=O)NCCNC(=O)c2cnccn2)c1	8.6	3.0
Cc1ccc(/C=C/C(=O)O)cc1S(=O)(=O)N1CCCc2ccccc21	5.1	5.2
CCC1CCCCN1C(=O)c1c(-c2ccccc2)noc1C (stereo unspecified)	-23.3	24.1
CC(NC(=O)COC(=O)c1ccc(Cl)cc1O)c1ccc(F)cc1 (stereo unspecified)	-15.4	4.1
O=C(NN1C(=O)C2C3C=CC(C4CC34)C2C1=O)c1ccc(Cl)c(Cl)c1 (stereo unspecified)	-12.3	12.8
Cc1ccc(-c2c(C)sc(=NC(=O)c3ccco3)n2C)cc1	-8.4	3.9
CN1CCN(c2ccccc2NC(=O)c2ccc(F)cc2)CC1	-31.4	16.2
CC(=O)N1CCc2c(sc(NC(=O)Cc3ccccc3)c2C#N)C1	-20.2	-4.3
S=C(NC1CCCC1)N1CCN(c2ncccn2)CC1	-8.6	1.4
Cc1ccc2c(c1)sc1nc(=O)n(-c3cccc(Cl)c3)c(=O)n12	-3.2	1.4
The list continues:
SMILES	OX1R antag-1	OX1R antag-2
Cc1cc(C)nc(NC2=NCC(=O)N2c2cccc(Cl)c2)n1	-35.9	27.4
CCSc1nc2c(c(=O)[nH]1)C(c1ccc(C)cc1)C1=C(CCCC1=O)N2 (stereo unspecified)	-20.9	0.8
CCSc1nnc(NC(=O)CSc2nc3c(c(=O)n2C)SC(C)C3)s1 (stereo unspecified)	-8.4	5.9
O=C(NCCSCc1ccccc1)c1cc(S(=O)(=O)N2CCOCC2)ccc1F	-22.3	11.5
CCc1noc(C)c1C(=O)N1CCCC(C(=O)c2ccc(OC)c(F)c2)C1 (stereo unspecified)	-23.8	16.8
Cc1cccc(Cc2nnc(CCC(=O)N(C)Cc3ccncc3C)o2)c1	-17.1	12.4
Cc1cc(C)cc(N2CCCn3c2nc2c3c(=O)n(CC(=O)OCc3ccccc3)c(=O)n2C)c1	-23.2	5.6
Cc1nn(-c2ccccc2Cl)c(Cl)c1/C=N/Nc1nc2ccccc2s1	-14.8	7.8
CCOC(=O)N1CCN(C(=O)c2cc(OCC)c(OCC)c(OCC)c2)CC1	-25.4	10.2
COC(=O)c1cc(S(=O)(=O)N(C)C2CCCCC2)c[nH]1	-10.5	-1.2
N=c1c(C(=O)NCC2CCCO2)cc2c(=O)n3ccccc3nc2n1Cc1ccco1 (stereo unspecified)	-10.3	57.1*
CC(=O)Nc1ccc(S(=O)(=O)NCCSc2ccccn2)cc1	-6.5	13.7
CCOc1ccc(C(=O)NC(=S)Nc2cccnc2)cc1[N+](=O)[O-]	-16.5	14.3
CC(=O)c1ccc(N2CCN(C(=O)c3ccc(C(=O)c4ccccc4)cc3)CC2)cc1	7.1	5.1
CCc1cc2c(=O)n(CC)c(SC(C)C(=O)Nc3c(C)n(C)n(-c4ccccc4)c3=O)nc2s1 (stereo unspecified)	-31.5	10.8
CCCSc1nnc(-c2cnn(-c3ccccc3)c2-n2cccc2)n1C	-25.4	16.9
COc1cc(C(=O)N(C)CCOc2ccccc2)ccc1OCC(=O)Nc1cccc(C(F)(F)F)c1	-3.7	7.4
Clc1ccc2nc(CSc3ccccc3)cn2c1	-15.6	14.2
CCS(=O)(=O)c1ccc(-c2cccc(NC(=O)COc3ccccc3)c2)nn1	-6.3	20.9
O=C(NCCCCNC(=O)c1c(Cl)cccc1Cl)c1c(Cl)cccc1Cl	-23.0	10.3
COc1ccc(/C(C)=N/NC(=O)c2ccc(CSc3nncn3C)cc2)cc1	-4.7	9.7
N#Cc1nc(-c2ccc(F)cc2)oc1NCCCn1ccnc1	-7.5	27.4
O=C(COc1ccc(Cl)cc1)NCc1nnc(SCC(=O)N2CCCCC2)o1	-29.1	14.6
Cc1ccc(S(=O)(=O)n2cnc3cc([N+](=O)[O-])ccc32)cc1C	-13.2	32.7
COc1ccc(C2CC(c3ccc(C)cc3)=NN2C(=O)c2ccccc2)cc1 (stereo unspecified)	-36.9	1.4
Next section
SMILES	OX1R antag-1	OX1R antag-2
Cc1ccc(-n2cccc2/C=C2\C(=N)N3N=C(c4ccco4)SC3=NC2=O)cc1	-3.7	7.3
COc1ccc(-c2cc(C(=O)NCC(C)C)no2)cc1	-7.4	19.7
CN(C)c1ccnc(-n2cccc2/C=N/O)c1C#N	-12.5	8.8
O=C(CC1Nc2ccccc2NC1=O)Nc1ccccc1NC(=O)CC1Nc2ccccc2NC1=O (stereo unspecified)	-6.5	19.7
COC(=O)C1=C(C(=O)OC)SC(=C2C(=S)C(C)(C)N(C(=O)C3CC3)c3ccccc32)S1	-50.9	21.6
Cc1ccccc1N1CCN(C(=S)c2ccc([N+](=O)[O-])cc2)CC1	-13.9	18.3
O=S(=O)(c1ccc2c(c1)OCCO2)N1CCC(c2nc3ccccc3[nH]2)CC1	-16.8	9.8
O=C(Nc1ncc2c(n1)-c1ccccc1OC2)c1ccc(Cl)cc1	-23.0	13.7
Cc1ccccc1NC(=O)CON=C(N)c1ccccc1	-9.8	9.4
COc1ccc(S(=O)(=O)NC2CCCCC2)c(C)c1C	-16.1	19.3
O=C(c1cc(S(=O)(=O)N2CCCCC2)ccc1N1CCOCC1)N1CCN(Cc2ccccc2)CC1	-25.4	2.2
O=C(O)c1ccc(S(=O)(=O)c2ccc(Sc3ccc(C(=O)O)c(C(=O)O)c3)cc2)cc1	-14.1	4.2
Cc1ccc(CNCC(=O)Nc2ccc(N3CCOCC3)cc2)cc1	-1.2	26.4
CCc1ccc(N(C(=O)c2csnn2)C(C(=O)NC(C)(C)C)c2cccnc2)cc1 (stereo unspecified)	0.2	3.4
COc1cccc(CNc2ccc(S(N)(=O)=O)cc2)c1OC	12.9	13.0
O=C(c1ccccc1F)N1CCC(N2CCCCCC2)CC1	5.1	10.5
Cc1ccc(C)c(NC(=O)C2Cc3ccccc3CN2C(=O)OCc2ccccc2)c1 (stereo unspecified)	-34.0	14.5
O=S(=O)(c1ccccc1)N1N=C(c2ccc(O)cc2)CC1c1ccco1 (stereo unspecified)	7.8	14.7
COCCn1nnnc1C(c1ccccc1)N1CCN(C)CC1 (stereo unspecified)	-5.8	18.5

Among those listed so far, 18 have a Cl atom.
SMILES	OX1R antag-1	OX1R antag-2
Cc1ccccc1COC(=O)CNC(=O)c1sc2ccccc2c1Cl	-21.5	18.0
COc1ccc(OC)c(CCNC(=O)c2ccc(CS(=O)Cc3ccc(Cl)cc3)o2)c1 (stereo unspecified)	-30.9	21.9
Cc1c(NC(=O)Nc2cccc(Cl)c2)c(=O)n(-c2ccccc2)n1C	-8.5	10.3
CCN1CCCC1CNCc1ccc(OCc2ccc(Cl)nc2)c(OC)c1 (stereo unspecified)	-28.7	4.4
CC(C)(C)c1ccc(C(=O)OCCNC(=O)c2c(Cl)nc3ccccn23)cc1	-14.3	16.8
CS(=O)(=O)c1ccc(NC(=O)C2CCCN(C(=O)c3ccc(Cl)cc3)C2)cc1 (stereo unspecified)	-22.7	1.8
Cc1ccc(S(=O)(=O)N2[C@@H](c3cccc(Cl)c3)C(C(=O)O)=CC[C@H]2c2cccc(Cl)c2)cc1	-8.0	31.2
O=C(c1ccccc1Cl)N1CCC(N2CCC(C(=O)N3CCCC3)CC2)CC1	-24.4	5.5
C/C(=N\Nc1cc(C(F)(F)F)ccc1Cl)c1ccncc1	-20.9	2.1
CC(NC(=O)COC(=O)c1ccc(Cl)cc1O)c1ccc(F)cc1 (stereo unspecified)	-15.4	4.1
O=C(NN1C(=O)C2C3C=CC(C4CC34)C2C1=O)c1ccc(Cl)c(Cl)c1 (stereo unspecified)	-12.3	12.8
Cc1ccc2c(c1)sc1nc(=O)n(-c3cccc(Cl)c3)c(=O)n12	-3.2	1.4
Cc1cc(C)nc(NC2=NCC(=O)N2c2cccc(Cl)c2)n1	-35.9	27.4
Cc1nn(-c2ccccc2Cl)c(Cl)c1/C=N/Nc1nc2ccccc2s1	-14.8	7.8
Clc1ccc2nc(CSc3ccccc3)cn2c1	-15.6	14.2
O=C(NCCCCNC(=O)c1c(Cl)cccc1Cl)c1c(Cl)cccc1Cl	-23.0	10.3
O=C(COc1ccc(Cl)cc1)NCc1nnc(SCC(=O)N2CCCCC2)o1	-29.1	14.6
O=C(Nc1ncc2c(n1)-c1ccccc1OC2)c1ccc(Cl)cc1	-23.0	13.7
